# AMPAR-TARP mod = GluA2-stargazin AMPA receptor complex modulation; O88602+P19491; HEK293 GluA2+stargazin, membrane potential dye (FDSS), glutamate EC50; hits were called plate by plate, in both directions; calls only at 30 µM; 40,000 tested, 3.5% active; AID 1259245;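 active = any of four per-well response measures lying three or more SD from its plate-wide compound average, in either direction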
# Target sequence (O88602 whole entry, looked up): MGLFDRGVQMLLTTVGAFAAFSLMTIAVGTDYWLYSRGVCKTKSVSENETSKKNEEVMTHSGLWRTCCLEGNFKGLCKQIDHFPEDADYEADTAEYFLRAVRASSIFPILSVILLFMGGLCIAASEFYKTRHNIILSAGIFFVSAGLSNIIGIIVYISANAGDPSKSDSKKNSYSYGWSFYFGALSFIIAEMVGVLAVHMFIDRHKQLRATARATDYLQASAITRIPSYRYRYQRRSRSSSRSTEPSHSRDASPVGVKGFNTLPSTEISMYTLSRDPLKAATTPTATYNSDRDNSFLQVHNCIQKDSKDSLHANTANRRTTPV
# Target sequence (P19491 whole entry, looked up): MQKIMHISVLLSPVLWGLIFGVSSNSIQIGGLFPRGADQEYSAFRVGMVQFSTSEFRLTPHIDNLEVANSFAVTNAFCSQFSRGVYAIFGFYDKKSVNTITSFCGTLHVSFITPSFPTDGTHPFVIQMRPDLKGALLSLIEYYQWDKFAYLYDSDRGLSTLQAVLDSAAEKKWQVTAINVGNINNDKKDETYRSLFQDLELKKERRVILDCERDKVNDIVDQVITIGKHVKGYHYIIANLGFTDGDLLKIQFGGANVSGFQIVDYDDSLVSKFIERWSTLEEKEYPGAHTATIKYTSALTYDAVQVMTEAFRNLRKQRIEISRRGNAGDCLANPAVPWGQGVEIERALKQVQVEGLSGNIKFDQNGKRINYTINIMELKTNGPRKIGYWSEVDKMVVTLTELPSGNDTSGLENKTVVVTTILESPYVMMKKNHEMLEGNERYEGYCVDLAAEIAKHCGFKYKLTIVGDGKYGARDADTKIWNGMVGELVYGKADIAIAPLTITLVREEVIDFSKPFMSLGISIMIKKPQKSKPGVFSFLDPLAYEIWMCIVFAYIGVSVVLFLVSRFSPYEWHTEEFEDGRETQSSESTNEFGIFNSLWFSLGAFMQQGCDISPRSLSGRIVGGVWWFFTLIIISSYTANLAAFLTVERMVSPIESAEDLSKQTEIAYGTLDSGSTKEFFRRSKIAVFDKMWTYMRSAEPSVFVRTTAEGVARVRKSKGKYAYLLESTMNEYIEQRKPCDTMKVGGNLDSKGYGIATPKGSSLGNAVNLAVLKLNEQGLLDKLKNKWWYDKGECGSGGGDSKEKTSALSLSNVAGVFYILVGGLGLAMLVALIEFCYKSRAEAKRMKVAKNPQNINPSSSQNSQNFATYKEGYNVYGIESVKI
# AMPAR-TARP mod agonism max-min = also measured in AMPAR-TARP mod; calls as there; compound max-min signal; compound-alone response (agonism);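 unitless range of fluorescence divided by baseline over first 100 seconds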
# AMPAR-TARP mod glutamate slope = second read-out of AMPAR-TARP mod, no call of its own (marks repeat the call); glutamate slope, % of max; measured here: glutamate response slope, % max;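 scaled per plate between vehicle wells and maximal 1 mM glutamate control wells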
# * marks the source's active call; other numbers are inactive results; i = inactive; + = active, no number.
# A first look:
molecule	AMPAR-TARP mod	AMPAR-TARP mod agonism max-min	AMPAR-TARP mod glutamate slope
CC(C)(C)c1ccc(S(=O)(=O)c2cnc(SCC(=O)NCCc3ccccc3)[nH]c2=O)cc1	i	0.0954	54.1
COC(=O)c1scc(-c2ccc(C)cc2)c1S(=O)(=O)Nc1ccc(F)cc1F	i	0.063	82.2
COc1ccc(-c2ccc(OCCNS(=O)(=O)c3ccc(OC)cc3)nn2)cc1	i	0.0355	46.9
COc1cccc(CNC(=O)C(=O)NCC2OCCCN2S(=O)(=O)c2ccc(C)cc2)c1 (stereo not given)	i	0.0536	48.6
O=C(NCCC(O)c1ccco1)NCc1ccc(F)cc1 (stereo not given)	i	0.0842	59.5
CCOc1ccc(NC(=O)Cc2csc(NC(=O)C3CCC(=O)N3)n2)cc1 (stereo not given)	i	0.0658	45.5

# Results, previewed entries included:
molecule	AMPAR-TARP mod	AMPAR-TARP mod agonism max-min	AMPAR-TARP mod glutamate slope
CC(C)(C)c1ccc(S(=O)(=O)c2cnc(SCC(=O)NCCc3ccccc3)[nH]c2=O)cc1	i	0.0954	54.1
COC(=O)c1scc(-c2ccc(C)cc2)c1S(=O)(=O)Nc1ccc(F)cc1F	i	0.063	82.2
COc1ccc(-c2ccc(OCCNS(=O)(=O)c3ccc(OC)cc3)nn2)cc1	i	0.0355	46.9
COc1cccc(CNC(=O)C(=O)NCC2OCCCN2S(=O)(=O)c2ccc(C)cc2)c1 (stereo not given)	i	0.0536	48.6
O=C(NCCC(O)c1ccco1)NCc1ccc(F)cc1 (stereo not given)	i	0.0842	59.5
CCOc1ccc(NC(=O)Cc2csc(NC(=O)C3CCC(=O)N3)n2)cc1 (stereo not given)	i	0.0658	45.5
CC1CC(=O)N(Cc2ccc(F)cc2)c2ccccc2N1 (stereo not given)	i	0.147	55.9
COc1ccc(OCC(O)CN2CCN(c3cccc(Cl)c3)CC2)cc1 (stereo not given)	i	0.0329	68.5
Cc1cc(C)cc(-n2nc3c(c2NC(=O)c2ccc(N4C(=O)CCC4=O)cc2)CSC3)c1	i	0.13	62.0
COc1cccc(C(=O)Nc2ccc3c(c2)CCC(=O)N3CCC(C)C)c1OC	i	0.08	47.8
CC(C)S(=O)(=O)c1ccc(C(=O)Nc2c(C(N)=O)oc3ccccc23)cc1	i	0.115	61.8
O=C(CSc1ncnc2[nH]ncc12)Nc1nc(-c2ccco2)c(-c2ccco2)s1	i	0.0862	65.4
Cc1n[nH]c(C)c1S(=O)(=O)Nc1ccc2c(c1)N(C(=O)c1ccco1)CC2	i	0.154	44.1
Cc1ccccc1OCc1occc1C(=O)Nc1cccc(-n2cnnn2)c1	i	0.107	54.9
O=C(NCCN1CCOC(c2ccccc2)C1)c1cccs1 (stereo not given)	i	0.0397	34.7
CC(C)C(=O)Nc1sc2c(c1-c1nc3ccccc3s1)CCN(C(C)C)C2	i	0.0921	32.6
COc1ccc(CCS(=O)(=O)Nc2ccc(CC(=O)NC3CC3)cc2)cc1	i	0.0465	29.2
COc1ccc(Nc2cc(C(=O)N3CCSCC3)nc3ccc(C)cc23)c(OC)c1	i	0.0337	48.1
COc1ccc(S(=O)(=O)CC(=O)Nc2nc3cc(C)cc(C)c3s2)cc1	i	0.0471	52.8
COc1ccc(NC(=O)/C(C#N)=C/N2CCN(c3cccc(C)c3C)CC2)cc1	i	0.143	67.7
CN(C1CCCC1)S(=O)(=O)c1ccc(C(=O)Nc2sc3c(c2C(N)=O)CCCC3)cc1	i	0.0815	29.5
COc1ccccc1CNC(=O)C(=O)Nc1ccc2c(c1)N(C(=O)C(C)C)CCC2	i	0.0578	56.1
COc1ccc(/C=C2\Oc3c(cc4c(c3C)OCN(Cc3ccco3)C4)C2=O)cc1OC	+	0.0388*	51.4*
Nc1c(C(=O)NCc2ccco2)cnc2nc3ccccc3n12	i	0.151	54.5
N#C/C(=C\N1CCN(Cc2ccccc2)CC1)C(=O)Nc1cccc(Cl)c1	i	0.117	62.8
COc1ccc(C)cc1S(=O)(=O)Nc1ccc(C)c(N2CCCC2=O)c1	i	0.102	65.4
CSc1ccccc1NC(=O)c1cc(-c2cccs2)nn1C	i	0.0598	62.2
CS(=O)(=O)c1ccc(CC(=O)Nc2sc3c(c2C#N)CCCC3)cc1	i	0.11	60.4
O=C(NCc1cccc2ccccc12)Nc1cccc(N2CCCS2(=O)=O)c1	i	0.111	57.1
Cc1nc(-c2ccccc2)sc1CC(=O)NCCC1=CCCCC1	i	0.0941	60.6

# Limited to AMPAR-TARP mod agonism max-min and AMPAR-TARP mod, for some of the entries so far:
canonical_smiles | AMPAR-TARP mod agonism max-min | AMPAR-TARP mod
CC(C)(C)c1ccc(S(=O)(=O)c2cnc(SCC(=O)NCCc3ccccc3)[nH]c2=O)cc1 | 0.0954 | i
COC(=O)c1scc(-c2ccc(C)cc2)c1S(=O)(=O)Nc1ccc(F)cc1F | 0.063 | i

# Next section.
molecule	AMPAR-TARP mod	AMPAR-TARP mod agonism max-min	AMPAR-TARP mod glutamate slope
Cc1ccc(C)c(S(=O)(=O)N2CCN(c3ccc4nnc(-c5ccco5)n4n3)CC2)c1	i	0.141	46.7
COc1ccc(NC(=O)Cc2ccc(S(C)(=O)=O)cc2)c([N+](=O)[O-])c1	i	0.11	59.7
CCCCOc1ccc(NC(=O)Nc2ccc3c(c2)CCC(=O)N3)cc1	i	0.122	52.1
Cn1c(O)c(N=Nc2nc3c(c(=O)[nH]c(=O)n3C)n2CCCOc2ccccc2)c(=O)n(C)c1=O	i	0.129	62.7
COc1ccccc1OCC(O)CN1CCN(C(c2ccccc2)c2ccccc2)CC1 (stereo not given)	i	0.0968	41.3
CN(C)c1ccc(C2CC(c3ccc(Cl)cc3)=NN2c2ccc(C(=O)O)cc2)cc1 (stereo not given)	i	0.112	50.6
Fc1cc2sc(N3CCOCC3)nc2c(F)c1F	i	0.127	57.5
COc1ccc(/C=C2\Oc3cc(OCC(N)=O)ccc3C2=O)cc1	i	0.0988	68.9
CC(C)OCCCNC(=O)C(=O)NCCC1=CCCCC1	i	0.132	55.1
COc1ccc(OCC(=O)Nc2ccc3c(c2)N(C(=O)C2CCCO2)CC3)cc1 (stereo not given)	i	0.157	64.0
CC(C)(C)c1ccc(C(=O)Nc2ccc(-n3nnn(CC(N)=O)c3=O)cc2)cc1	i	0.118	82.0
CN1CCOc2ccc(NC(=O)CCS(=O)(=O)c3ccccc3)cc2C1=O	i	0.0797	53.4
CCS(=O)(=O)c1ccc(CC(=O)Nc2cccc3c2C(=O)NC3=O)cc1	i	0.11	50.0
O=C(NCC(O)(c1cccs1)C1CC1)NC1CCCCC1 (stereo not given)	+	0.0921*	66.8*
CCCCc1ccc(N2CC(C)Cn3c2nc2c3c(=O)n(CC(=O)OC)c(=O)n2C)cc1 (stereo not given)	i	0.128	67.1
O=C(CSc1nnc(-c2ccncc2)o1)N1CCCC1	i	0.059	40.2
O=C(NCCc1ccccc1)N1CCC(c2ccsc2)CC1	i	0.0537	61.9
COc1ccc(CNC(=O)Nc2ccc3nc(N4CCN(C)CC4)cc(C)c3c2)cc1OC	i	0.204	73.0
O=C(Cn1nc(S(=O)(=O)c2ccccc2)ccc1=O)Nc1ccccc1Cl	i	0.0981	22.6
COc1ccc(NS(=O)(=O)c2ccc(-c3ccc(OC)cc3)cc2)cc1	i	0.0962	57.8
CC(=O)c1cccc(NC(=O)c2ccc(=O)n(Cc3ccc(F)cc3)c2)c1	i	0.168	51.5
CC(=O)Nc1cccc(NC(=O)C(=O)NCCN2CCOCC2)c1	i	0.103	68.0
Cc1cc(NS(=O)(=O)c2ccc(Cl)s2)ccc1N1CCCC1=O	i	0.0468	54.2
CC1CN(CC(O)COc2ccccc2-c2ccccc2)CC(C)O1 (stereo not given)	i	0.0785	53.4
COc1ccc2c(=O)c(Oc3ccc(C(=O)Nc4ccccc4C(N)=O)cc3)coc2c1	i	0.0857	49.0
O=C(Nc1cccc(C(F)(F)F)c1)C1CC(=O)N(c2ccc(F)cc2)C1 (stereo not given)	+	0.149*	20.7*
Cc1ccc(C)c(N2CCN(CCCNC(=O)CCc3nnc4n(Cc5ccccc5)c(=O)c5ccccc5n34)CC2)c1	i	0.119	65.7
Cn1c(=O)c(C(=O)Nc2ccccc2-c2ccccc2)cc2cccnc21	i	0.0366	55.2
COc1ccc(CCNS(=O)(=O)c2ccc(C(=O)Nc3nccs3)o2)cc1OC	i	0.123	61.5
CCCc1cc(-n2nc(C)cc2C)n2ncc(-c3ccccc3)c2n1	i	0.123	63.0
COC(=O)c1ccc2c(=O)n(Cc3ccc(C)o3)c(=S)[nH]c2c1	i	0.0565	72.0
CCOc1ccc(-c2nc(Cn3nnc(C(=O)Nc4ccc(F)c(F)c4)c3C)c(C)o2)cc1	i	0.138	58.9
NS(=O)(=O)c1ccc(NC(=O)CN2C(=O)c3ccccc3S2(=O)=O)cc1	+	0.166*	50.3*
COc1ccc(-c2cc(NS(C)(=O)=O)n(C3CCS(=O)(=O)C3)n2)cc1 (stereo not given)	i	0.106	66.3
Cc1cc(C)n(CC(=O)NCc2ccccc2OC(F)(F)F)n1	i	0.104	54.5
COc1ccc(S(=O)(=O)Nc2nc(C(=O)NC3CCCC3)cs2)cc1	i	0.05	42.7
CCCCN1C(=O)CCc2cc(NC(=O)c3ccc(OC(C)C)cc3)ccc21	i	0.0707	52.2
Fc1ccc(Nc2nnnc3c2cnn3-c2ccccc2)c(F)c1	i	0.148	46.9
COc1cccc(CNC(=O)c2ccc(N3CCCCS3(=O)=O)cc2)c1	i	0.0907	54.6
O=C(Nc1ccccc1F)C12CC3CC(CC(C3)C1)C2	i	0.0362	56.3
Cc1cc(C)cc(-n2c(-c3ccccc3)cn3c4c(=O)n(CC(N)=O)c(=O)n(C)c4nc23)c1	i	0.055	66.2
NS(=O)(=O)c1ccc(CCNC(=O)CN2C(=O)c3ccccc3S2(=O)=O)cc1	i	0.0979	53.1
Cc1csc(C(=O)NCCc2ccsc2)c1	i	0.0254	21.9
Cc1ccc(N2CCN(S(=O)(=O)N3CCCCCC3)CC2)cc1Cl	i	0.0566	40.5
O=C(NCC1(c2ccc(F)cc2)CC1)c1ccc(Cl)cc1Cl	i	0.0546	66.3
NC(=O)C1Cc2ccccc2N1C(=O)COc1ccc2ccccc2c1 (stereo not given)	i	0.0971	61.2
COc1ccc(Nc2nnc(Cc3ccc(C(C)C)cc3)c(=O)[nH]2)cc1OC	i	0.072	55.1
Cn1nc(NC(=O)c2cccc(Cl)c2)c2c1NC(=O)CC2c1ccccc1 (stereo not given)	i	0.114	61.9
COc1ccc(-c2csc(SCC(=O)NCc3ccc(C(=O)O)cc3)n2)cc1	i	0.0664	57.1
CCc1cccc2sc(N3CCN(C(=O)CS(=O)(=O)c4ccc(OC)cc4)CC3)nc12	i	0.0622	64.5
COc1cc(OC)c(NC(=O)NCCNc2cc(-n3nc(C)cc3C)ncn2)cc1Cl	i	0.0921	69.2
CCOC(=O)Cn1c(C2CC(=O)N(c3ccc(Cl)cc3)C2)nc2ccccc21 (stereo not given)	i	0.124	61.3
O=C(CSc1nnc(CCn2ccc(=O)[nH]c2=O)o1)NCc1ccco1	i	0.0471	28.9
COc1ccc(S(=O)(=O)CCC(=O)Nc2ccccc2C#N)cc1	i	0.0727	65.6
Cc1ccc(S(=O)(=O)CCCC(=O)Nc2nc(-c3ccc(F)cc3)cs2)cc1	i	0.0564	45.9
CC(=O)N1CCN(c2ccnc3c2c(=O)n(CC(=O)NC(C)(C)C)c(=O)n3C)CC1	i	0.0963	69.2
CCCNC(=O)Cn1nc2c(c1NC(=O)c1ccc(-c3ccccc3)cc1)CSC2	i	0.0851	63.6
COC(=O)C1CCN(C(=O)C(=O)Nc2c3c(nn2-c2ccccc2)CS(=O)(=O)C3)CC1	i	0.0943	58.2
CCOC(=O)Cn1c(=NC(=O)c2cc(C)no2)sc2cc(SC)ccc21	i	0.0801	51.8
CCOC(=O)c1ccccc1NC(=O)CS(=O)(=O)c1ccc2c(c1)S(=O)(=O)N=CN2	i	0.0592	56.3

# Next section.
mol	AMPAR-TARP mod	AMPAR-TARP mod agonism max-min	AMPAR-TARP mod glutamate slope
COc1cc(OC)cc(-c2nnc(NC(=O)Cc3ccc(SC)cc3)o2)c1	i	0.0994	51.8
O=C(NCCCn1nc(-c2cccs2)ccc1=O)c1c(F)cccc1F	i	0.0661	49.7
CCCC(O)c1nc2ccccc2n1CCCOc1ccc(OC)cc1 (stereo not given)	i	0.089	64.9
CCc1ccc(C(=O)c2cn(CC(=O)Nc3ccc4c(c3)OCCO4)c3ccc(F)cc3c2=O)cc1	i	0.0575	45.0
CCOCCn1c(-n2nc(C)cc2C)nc2c1c(=O)n(Cc1cccc(C)c1)c(=O)n2C	+	0.0562*	78.5*
COc1ccc(CC(=O)N2CCN(c3cc(OC(C)C)nc(C)n3)CC2)cc1	i	0.043	56.9
Cc1sc2ncnc(Sc3c[nH]c4ccccc34)c2c1C	i	0.0967	61.9
CC(C)c1nnc(C2CCN(C(=O)/C=C/c3ccco3)CC2)o1	i	0.116	62.6
O=C(O)CC(NC(=O)c1cccs1)c1ccccc1 (stereo not given)	i	0.0468	30.3
Cc1ccc(N2C(=O)CCS2(=O)=O)cc1S(=O)(=O)N1CCc2ccccc2C1	i	0.106	50.4
O=c1c2cc(N3CCOCC3)ccc2[nH]c(=S)n1Cc1ccccc1	i	0.0921	83.5
O=C(O)C1=NN(C2CCS(=O)(=O)C2)C(=O)CC1 (stereo not given)	i	0.111	58.3
O=C(NCC#CCN1CCc2ccccc2C1)c1nc2ccccc2s1	i	0.0667	65.8
CCn1nnc2c(NN3CCOCC3)ncnc21	i	0.105	69.3

# Compound activity (PubChem)

# Some of the compounds tested; rates above refer to the full screens.
